Screens: PubChem BioAssay, Sanford-Burnham Center for Chemical Genomics
CHOP UPR activ = activators of apoptotic CHOP UPR arm, primary screen, cell-based, CHO-CHOP luciferase reporter, luminescence, uHTS. 330,000 compounds, 0.34% hits. activation, % at 10 µM. UPR activation; percent of tunicamycin response over DMSO baseline. AID 449763, 2010;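 active = at 10 µM dose, activation of 40% or more, normalized to positive control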;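 note: 100% = tunicamycin at 10 µg/mL and 0% = DMSO alone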
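measured by = luciferase luminescence | assay system = CHO-CHOP cells, stable luciferase reporter of PERK-eIF2a-CHOP signalling | amount = 500 reporter cells seeded per well | timing = 6 h compound exposure at 37 °C after overnight seeding | controls = positive tunicamycin 10 µg/mL, negative DMSO alone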
tim10-1 inh = growth inhibitors of tim10-1 mutant yeast, primary screen, luminescence, uHTS; S. cerevisiae tim10-1 ts strain growth, BacTiter-Glo, 24 h; inhibition, % at 20 µM; 330,000 compounds, 2.2% hits;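 active = inhibition of at least 40%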;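 note: mutant grown at 25 °C; 0% = DMSO wells with yeast and 100% = wells holding no yeast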
TIM10 inh = growth inhibitors of isogenic TIM10 control yeast, primary screen, counter-screen for tim10-1 yeast inhibitor project, luminescence, uHTS; S. cerevisiae TIM10 strain growth, BacTiter-Glo luminescence, 24 h; inhibition, % at 10 µM; AID 463195, 2010; 330,000 compounds, 1.4% hits;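 active = inhibition of 40% or more at the single tested concentration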;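 note: wild-type TIM10 isogenic control strain grown at permissive 25 °C; 0% = DMSO yeast wells and 100% = minimal medium wells without yeast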
APJ ag = agonists of human apelin receptor APJ, primary screen, CHO-K1 cells, PathHunter beta-arrestin, luminescence | P35414 | 0% DMSO wells, 100% apelin | activation, % at 20 µM | 330,000 compounds, 0.11% hits | AID 2520, 2010;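 active = activation more than six SD over the plate average, tested at 20 µM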;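 note: 0% = DMSO alone and 100% = apelin-13 at 10 nM; some results filed as inactive read as strong as hits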
Target sequence (P35414 whole entry, looked up): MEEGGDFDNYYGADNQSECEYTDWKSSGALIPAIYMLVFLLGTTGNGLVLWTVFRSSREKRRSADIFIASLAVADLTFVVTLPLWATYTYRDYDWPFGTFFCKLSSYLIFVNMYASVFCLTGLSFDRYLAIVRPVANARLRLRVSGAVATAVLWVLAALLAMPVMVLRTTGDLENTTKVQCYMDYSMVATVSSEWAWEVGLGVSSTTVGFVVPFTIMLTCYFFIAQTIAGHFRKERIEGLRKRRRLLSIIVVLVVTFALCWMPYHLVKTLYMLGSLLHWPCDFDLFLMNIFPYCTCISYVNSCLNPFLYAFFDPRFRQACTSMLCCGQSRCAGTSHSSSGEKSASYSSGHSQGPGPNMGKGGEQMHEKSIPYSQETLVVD
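Test system: CHO-K1 APJ beta-arrestin complementation cell line | Compound: Single test compound dose, 20 µM final, 1% DMSO | Incubation: Compound 90 min 25 °C, reagent 1 h | Measured by: beta-gal luminescence | Read-out basis: APJ–arrestin association signal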
tim23-1 inh = growth inhibitors of tim23-1 mutant yeast, primary screen, luminescence, uHTS; S. cerevisiae tim23-1 growth, BacTiter-Glo luminescence, 24 h; inhibition, % at 20 µM; 330,000 compounds, 1.3% hits; AID 463212, 2010;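 active = growth inhibition of the mutant yeast at or above 50%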;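 note: temperature-sensitive mutant grown at 25 °C; plate controls were DMSO-treated mutant yeast for no effect and medium wells lacking yeast for full effect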
Mdm2-MdmX inh = inhibitors of human Mdm2-MdmX association, primary screen, cell-based, luminescence, split luciferase, SaOS-2, uHTS | inhibition, % at 8 µM | Protein Mdm4 (Homo sapiens) + E3 ubiquitin-protein ligase Mdm2 (Homo sapiens), … | SaOS-2 split-luciferase Mdm2/MdmX complementation | AID 485346, 2010 | 330,000 compounds, 3% hits;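 active = inhibition of at least 50% at 8 µM in the primary screen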
XBP1 UPR activ = activators of adaptive XBP1 UPR arm, primary screen, cell-based, CHO-XBP1 luciferase reporter, luminescence, uHTS. activation, % at 20 µM. 330,000 compounds, 0.33% hits. IRE1-XBP1 UPR activation; percent of tunicamycin response, DMSO as zero;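 active = versus positive control, 20 µM dose yields 30% or more activation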;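 note: 100% = tunicamycin at 10 µg/mL and 0% = DMSO only wells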
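Material – CHO cell line with stable XBP1 luciferase reporter · Buffer or medium – F12 plus 10% FBS · Compound – single point, 20 µM final compound, 1% DMSO · Schedule – 16-18 h cell attachment at 37 °C, then 6 h compound exposure · Signal – Steady-Glo luminescence read · Benchmarks – high control tunicamycin 10 µg/mL final, low control DMSO vehicle only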
CXCR6 block = CXCR6 receptor inhibitors, primary screen, cell-based, beta-arrestin, luminescence, CHO-K1 PathHunter, 1536-well. C-X-C chemokine receptor type 6 (Homo sapiens), O00574. inhibition, % at 20 µM. 360,000 compounds, 0.36% hits. AID 602244, 2012; in the data active = inhibition above about 34%, passing the limit was not always enough;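 note: antagonist mode with CXCL16 agonist at 10 nM final; 0% = 10 nM CXCL16 with DMSO and 100% = unstimulated wells without agonist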
Target sequence (O00574 whole entry, looked up): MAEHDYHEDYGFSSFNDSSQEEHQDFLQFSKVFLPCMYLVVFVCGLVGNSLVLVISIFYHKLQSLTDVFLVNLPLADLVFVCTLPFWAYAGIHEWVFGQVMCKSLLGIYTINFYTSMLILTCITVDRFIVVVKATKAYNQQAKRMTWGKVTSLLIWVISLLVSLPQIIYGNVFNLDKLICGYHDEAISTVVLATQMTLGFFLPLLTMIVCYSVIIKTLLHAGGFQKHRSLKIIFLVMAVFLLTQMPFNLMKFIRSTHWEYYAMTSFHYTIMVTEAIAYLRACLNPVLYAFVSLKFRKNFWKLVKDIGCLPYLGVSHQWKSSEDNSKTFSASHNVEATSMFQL
APJ antagonist = antagonists of human apelin receptor APJ, primary screen, CHO-K1 cells, beta-arrestin complementation, luminescence. P35414. inhibition, % at 20 µM. 330,000 compounds, 0.32% hits. AID 2521, 2010;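 active = inhibition above about 40% at 20 µM, limit read from the data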;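 note: cells challenged with 10 nM apelin-13 agonist together with compound; plate controls were apelin-13 plus DMSO wells for no effect and DMSO wells lacking apelin-13 for full effect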
The depositor's hits bear a star; · = no result given. Some of the compounds tested; the hit share may differ from the screen's.

Below each SMILES – CHOP UPR activ | tim10-1 inh | TIM10 inh | APJ ag | tim23-1 inh | Mdm2-MdmX inh | XBP1 UPR activ | CXCR6 block | APJ antagonist
> O=C1C(=O)N(c2ccccn2)C(c2cccc(F)c2)/C1=C(/O)c1ccccc1 (stereo not drawn)
  0.3 | 14 | -13 | -1 | 29 | -6 | 0 | 6 | -6
> COc1cc2c(cc1OC)C(C)N(S(=O)(=O)c1ccc(Cl)nc1)CC2 (stereo not drawn)
  0.9 | 19 | 20 | 0 | 21 | -7 | 2 | 1 | 16
> COc1cccc2c1Oc1ncccc1N(C(=O)CCC(=O)NCc1cccc(C)c1)C2
  3.2 | 18 | 14 | 7 | 9 | 8 | 0 | -1 | 8
> CC(=O)c1cccc(NC(=O)C2CCN(S(=O)(=O)c3ccccc3)CC2)c1
  -2.3 | 19 | -15 | -1 | 5 | 4 | 0 | 1 | 2
> CC(=O)Nc1ccc(NC(=O)c2nc(-c3ccccc3)oc2C)cc1
  -1.5 | 14 | 9 | 2 | 14 | -8 | -3 | -1 | 7
> COc1ccc(C(=O)N/C(=C\c2cn(S(=O)(=O)N(C)C)c3ccccc23)C(=O)N2CCOCC2)cc1
  0.2 | -7 | 6 | 0 | -3 | 12 | -5 | 0 | 11
> CCC(=O)NC(C)c1nc2ccccc2n1C (stereo not drawn)
  0.0 | 6 | -1 | -4 | -1 | 5 | 0 | 2 | 5
> COc1cc2c3nnc(-c4ccc(F)cc4)c-3cn(Cc3cccc(C)c3)c2cc1OC
  11 | -8 | -19 | 1 | -8 | 97* | 10 | 1 | 25
> O=C(Cc1cc(=O)[nH]c(=O)[nH]1)NCc1ccccc1
  -1.4 | 12 | -14 | -5 | 7 | 9 | -2 | 4 | -2
> CN(CCO)c1cc(N2CCCCC2)c2nonc2c1[N+](=O)[O-]
  -0.7 | 3 | -19 | -1 | 3 | -4 | 3 | 1 | 13
> COc1cccc(OC)c1C(=O)Nc1ccccc1N1CCCC1
  2.0 | 14 | 18 | -7 | 19 | 3 | -3 | 10 | -2
> O=C(CN1CCN(Cc2ccccc2)CC1)N1CCN(c2ccccc2)CC1
  1.0 | -13 | 6 | 3 | 4 | 15 | -5 | 3 | 8
> O=C(Cc1cccc2ccccc12)N1CC[C@@]2(O)CCCC[C@H]2C1
  2.1 | 21 | 20 | -2 | 12 | 17 | -3 | 3 | 28
> CCCN=C1N(C)C[C@@H]2[C@@H]3C(=O)N(Cc4ccccc4)C(=O)[C@@H]3[C@](Cc3ccccc3)(C(=O)OC)N12
  1.4 | 1 | -16 | · | 14 | 19 | 3 | 3 | ·
> O=C(c1ccccc1)C(Cn1cncn1)C(Sc1ccccc1)c1ccccc1 (stereo not drawn)
  -0.8 | 16 | 30 | -3 | 18 | 18 | 0 | 5 | 15
> COc1cc(C=O)c(Cl)cc1OCC(N)=O
  -0.3 | 38 | 13 | 0 | 28 | 0 | -2 | 9 | 4
> CCOC(=O)C1CCN(Cc2ccc(N(C)C)cc2)CC1
  -2.4 | 1 | 5 | -3 | -14 | -12 | -1 | -1 | 16
> O=C(Cc1csc(NC(=O)Nc2ccc(Cl)cc2)n1)NC1CCCC1
  2.4 | 13 | 1 | 5 | 1 | -1 | -2 | -6 | 13
> Cc1nnc(Sc2cc(C(=O)NCCCOC(C)C)c3ccccc3n2)s1
  0.3 | 2 | -18 | -2 | 11 | 16 | -1 | 0 | -4
> O=C(CSc1nnc(-c2ccco2)o1)N1c2ccccc2CCc2ccccc21
  -1.5 | 2 | 25 | -5 | 29 | 18 | -3 | -2 | 8
> Cc1ccc(N(C)S(=O)(=O)c2cc(-c3cnc(C4CC4)o3)ccc2C)cc1
  0.7 | 23 | -18 | -5 | 14 | 40 | -3 | 2 | -33
> O=C(CN1C(=O)NC2(CCCC2)C1=O)NCCc1ccccc1
  1.1 | -11 | -2 | 1 | -1 | 15 | -3 | -17 | 1
> O=C(COC(=O)c1ccco1)NCC1CCCO1 (stereo not drawn)
  0.2 | 11 | 2 | 2 | 10 | 15 | 2 | 6 | -1
> Cc1ccc(-n2ccnc(SCC(=O)NC3CCCCC3)c2=O)cc1F
  -1.9 | 44* | 4 | -4 | 31 | -22 | 0 | -3 | 19
> Cc1noc(C)c1C(=O)OC(C)C(=O)Nc1ccc2c(c1)OCO2 (stereo not drawn)
  0.2 | -13 | -10 | -1 | -1 | 8 | 3 | 3 | 18
> O=C(Nc1cc(=O)[nH]c2ncnn12)c1ccc(Cl)cc1Cl
  -0.9 | -2 | 1 | -2 | 7 | 25 | 2 | -4 | 9
> Cc1ccc(C)c(OCCC(=O)OCC(=O)c2ccc3c(c2)NC(=O)CO3)c1
  2.6 | 6 | 18 | -2 | 11 | -39 | -3 | -11 | -17
> COc1ccc(OC)c(-c2csc(NC(=O)CN3C(=O)NC4(CCCC4)C3=O)n2)c1
  1.2 | -4 | -4 | 3 | 0 | 7 | 2 | -1 | -53
> CC(=C1C(=O)c2ccccc2C1=O)N1CCc2ccccc2C1
  3.9 | -13 | 2 | 1 | 20 | 14 | 0 | 2 | 0
> Cc1cnc(NC(=O)COc2cccc3c2OC(C)(C)C3)s1
  -1.8 | 34 | 8 | -3 | 23 | 77* | 1 | -1 | 12
> COc1ccc(C(=O)C[n+]2ccc3c(c2)nc(-c2ccc(OC)cc2OC)n3C)cc1
  0.8 | 0 | 11 | -4 | 4 | 19 | -2 | -14 | 9
> Cc1ccc2c(c1)N(Cc1ccncc1)C(=O)C(C)O2 (stereo not drawn)
  -2.2 | 5 | -8 | -3 | -2 | 15 | -1 | -1 | 2
> NS(=O)(=O)c1ccc(CNC(=O)/C=C/c2ccc(S(=O)(=O)N3CCOCC3)cc2)cc1
  2.1 | -4 | -14 | -2 | 1 | 6 | 1 | -5 | -2
> CCOC(=O)[C@H]1NN=C(C(=O)OC)[C@@H]1c1ccccc1
  0.3 | 11 | -11 | -3 | 11 | 23 | -1 | -2 | -5
> NN1C(=O)c2cccc3c(C(=O)O)ccc(c23)C1=O
  2.3 | -7 | 0 | -4 | 3 | 17 | 0 | -8 | -5
> O=C(c1ccc(CS(=O)(=O)c2ccc(Br)cc2)o1)N1CCOCC1
  2.6 | -1 | 11 | 4 | 8 | -6 | -5 | 2 | -5
> CCOC(=O)N1CCN(CC(O)COc2ccccc2C(C)CC)CC1 (stereo not drawn)
  0.7 | -39 | -54 | 1 | 0 | -12 | -1 | 3 | 4
> CCN(CC)S(=O)(=O)c1ccc(C(=O)Nc2ccc3c(c2)OCO3)cc1
  -0.5 | 21 | 9 | -2 | 2 | 11 | -3 | 6 | -11
> Cc1ccc(S(=O)(=O)N2CCCC2CNC(=O)C(=O)NC2CC2)cc1 (stereo not drawn)
  -1.1 | 7 | -8 | -4 | -2 | 12 | -2 | -2 | -4
> Cc1nc2c(C#N)cnn2c2c1CCNN2C
  1.4 | 28 | -13 | 1 | 10 | -1 | 0 | -1 | 2
> Cc1[nH]c2ccccc2c(=O)c1CN(C)Cc1ccccc1
  0.3 | 11 | 5 | -1 | 10 | -23 | 1 | -2 | 10
> CCCOc1ccc2c3c(c(=O)oc2c1)CCCC3
  1.4 | -3 | -22 | -2 | 34 | -11 | 2 | 0 | 22
> CN1N=C(c2ccc(F)c(F)c2)CSC1=NCc1ccccc1
  2.5 | -20 | 12 | -1 | 23 | -19 | 5 | -4 | 7
> O=C(c1ccccc1)[C@@H]1[C@@H]2C(=O)N(c3ccc(F)cc3)C(=O)[C@@H]2C2CCCN21 (stereo partly drawn)
  2.5 | 19 | -8 | 4 | 35 | 3 | -1 | -2 | 2
> COc1ccc(C)cc1NC(=O)C(OC(=O)CNC(=O)c1cc(C)cc(C)c1)c1ccccc1 (stereo not drawn)
  1.4 | 12 | 14 | 0 | -16 | 23 | 2 | 1 | -3
> COc1ccccc1-c1csc(-n2ncc(C#N)c2N)n1
  3.5 | -6 | 5 | 0 | -3 | 20 | 3 | -13 | -8
> CCn1c(SCc2nc3ccccc3c(=O)[nH]2)nc2ccccc2c1=O
  -3.0 | 15 | -7 | -1 | 5 | 4 | 3 | -1 | -3
> CCN1CCN(CC(=O)Nc2cc3c(cc2C(C)=O)OCO3)CC1
  2.9 | 3 | -5 | -3 | 18 | -16 | -3 | -5 | 0
> CCN(C(=O)COC(=O)c1cnc(C)cn1)C1CCS(=O)(=O)C1 (stereo not drawn)
  1.5 | 2 | 13 | -2 | -8 | 8 | 1 | -4 | 1
> O=C1CS/C(=N\NC(=O)c2ccccc2)N1
  -0.5 | -11 | -7 | -3 | 9 | 3 | -3 | -5 | -1

The listing continues.
Below each SMILES – CHOP UPR activ | tim10-1 inh | TIM10 inh | APJ ag | tim23-1 inh | Mdm2-MdmX inh | XBP1 UPR activ | CXCR6 block | APJ antagonist
> Cc1cc(/C=C(\C#N)C(=O)O)c(C)n1CCC(C)C
  0.8 | 11 | -2 | -5 | 4 | 8 | -2 | -13 | 13
> CCCn1c(SCC(=O)Nc2ccc3c(c2)OCO3)nc2c1c(=O)n(C)c(=O)n2C
  -0.2 | 14 | 1 | 3 | 18 | 4 | 5 | -3 | 18
> O=C(Nc1ccc(Cl)c(NC(=O)c2cccs2)c1)c1ccco1
  -1.3 | 27 | 10 | 0 | 55* | 26 | -3 | -3 | 4
> CCOC(=O)N1CCN(S(=O)(=O)c2ccc(C)c(C)c2C)CC1
  -2.2 | 27 | 9 | 0 | 39 | 14 | 0 | -10 | -17
> COc1ccc(-c2ccc(CCC(=O)O)n2CC2CCCO2)cc1 (stereo not drawn)
  -0.4 | 15 | -3 | 5 | 20 | -26 | -2 | 2 | -1
